High-throughput results as filed in PubChem BioAssay.
p97 inhibitor: human p97 ATPase inhibition; P55072; recombinant p97 ATPase, Kinase-Glo ATP luminescence, 3 h; inhibition, % at 8 µM; actives 0.42% (n = 220,000); AID 1481; in the data active = inhibition above about 15%;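 also: 0% = DMSO vehicle and 100% = wells lacking enzyme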
Ba/F3 V617F tox: reduce viability of Ba/F3 cells dependent on JAK2V617F; inhibition, % at 5.6 µM; Ba/F3 EpoR-JAK2V617F viability, ATP luminescence; actives 1.1% (n = 220,000);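 active = inhibition above the campaign mean plus 3 SD over all tested compounds, cut at about 24% in these data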;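 also: cytokine-independent growth of Ba/F3 cells driven by EpoR plus mutant JAK2; 0% = DMSO-treated cells and 100% = JAK inhibitor I control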
Tb hexokinase: T. brucei hexokinase 1 inhibition; actives 0.11% (n = 220,000); recombinant TbHK1, G6PDH-coupled NADH A340; inhibition, % at 10 µM;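 active = inhibition of 50% or more in the single-dose primary screen; inactive = inhibition below 50%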
PPC-1+TRAIL kill: compounds killing PPC-1 cancer cells with TRAIL present (potentiator screen, no TRAIL-free arm); cell killing (% activity), % at 4 µM; actives 0.41% (n = 220,000); PPC-1 cells + TRAIL, ATPLite viability luminescence;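 active = cell killing above 50% in the first pass at 4 µM, then a duplicate retest at 5 µM averaging 50% or more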;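 also: plate controls were cells with TRAIL plus DMSO for no effect and medium-only wells lacking cells for full effect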
EP2 antag: EP2 receptor (human) inhibition. P43116. C6 glioma cells expressing human EP2, cAMP TR-FRET; cells stimulated with saturating PGE2. inhibition, % at 25 µM. actives 0.52% (n = 260,000). AID 1422;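 active = percent inhibition above 40 after rounding to a whole number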;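 also: rat C6 glioma host cells with rolipram phosphodiesterase inhibitor present; the protocol text gives 20 µM as final concentration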
Target sequence (P43116 whole entry, looked up): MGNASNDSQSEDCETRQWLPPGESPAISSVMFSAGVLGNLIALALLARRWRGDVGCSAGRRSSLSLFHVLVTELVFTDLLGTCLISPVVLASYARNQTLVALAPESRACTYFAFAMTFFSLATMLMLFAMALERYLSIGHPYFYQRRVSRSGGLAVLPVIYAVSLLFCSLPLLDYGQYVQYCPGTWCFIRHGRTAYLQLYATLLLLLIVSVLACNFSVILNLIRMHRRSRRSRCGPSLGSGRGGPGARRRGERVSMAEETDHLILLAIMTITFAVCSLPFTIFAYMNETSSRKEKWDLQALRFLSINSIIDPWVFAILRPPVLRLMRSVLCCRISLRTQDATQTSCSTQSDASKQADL
Furin inhibitor: human furin inhibition | purified furin, fluorogenic substrate cleavage | inhibition, % at 30 µM | actives 0.061% (n = 220,000) | AID 463115 | P09958; in the data active = inhibition above about 25%; also: inactives centre near -15
RBBP9 inhibitor: inhibitors of human serine hydrolase RBBP9. recombinant RBBP9, FP-Rh probe fluorescence polarization. inhibition, % at 7.94 µM. O75884. actives 0.2% (n = 220,000);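 active = inhibition above the campaign mean of all tested compounds plus 3 SD, cut at about 14% in these data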;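 also: plate controls were DMSO wells with RBBP9 for no effect and wells lacking RBBP9 protein for full effect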
Target sequence (O75884 whole entry, looked up): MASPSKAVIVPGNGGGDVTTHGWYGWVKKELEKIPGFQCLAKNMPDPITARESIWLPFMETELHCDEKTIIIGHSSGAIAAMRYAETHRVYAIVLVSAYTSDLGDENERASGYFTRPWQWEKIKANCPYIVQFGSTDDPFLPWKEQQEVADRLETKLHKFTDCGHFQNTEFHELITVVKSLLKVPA
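Controls: DMSO-treated enzyme wells and wells lacking RBBP9 | Material: RBBP9 protein | Technique: Fluorescence polarization | Replication: Single well per compound, no replicates | Buffer or medium: Tris-NaCl-Pluronic buffer, pH 8.0 | Timing: 30 min compound preincubation, 45 min probe labeling, 25 °C | Read-out basis: Percent inhibition from mP, scaled between DMSO and no-protein wells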
p47phox inh: blocks human p47phox regulatory protein of NADPH oxidases. P14598. p47phox/p22phox peptide binding, fluorescence polarization, 2 h. actives 0.53% (n = 220,000). inhibition, % at 24.7 µM;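 active = inhibition above about 30%, limit read from the data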;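 also: 0% = p47phox with labelled peptide and 100% = labelled peptide alone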
Target sequence (P14598 whole entry, looked up): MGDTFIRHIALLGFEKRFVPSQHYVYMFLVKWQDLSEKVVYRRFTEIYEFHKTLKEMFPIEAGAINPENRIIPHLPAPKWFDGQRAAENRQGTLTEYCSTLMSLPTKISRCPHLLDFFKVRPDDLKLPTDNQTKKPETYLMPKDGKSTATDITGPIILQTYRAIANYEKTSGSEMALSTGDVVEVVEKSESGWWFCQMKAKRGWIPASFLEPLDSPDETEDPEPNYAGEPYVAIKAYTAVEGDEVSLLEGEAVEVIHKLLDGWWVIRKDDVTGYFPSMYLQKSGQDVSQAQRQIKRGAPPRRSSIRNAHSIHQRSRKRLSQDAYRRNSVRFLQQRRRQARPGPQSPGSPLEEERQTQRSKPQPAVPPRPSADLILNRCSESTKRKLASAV
BaF3 tox: parental Ba/F3 viability inhibition as JAK2V617F counter-screen; CellTiter-Glo ATP luminescence; inhibition, % at 5.6 µM; actives 1.1% (n = 220,000); AID 1486;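 active = inhibition above a per-campaign cutoff, the mean inhibition of all tested compounds plus 3 SD, cut at about 27% in these data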;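 also: 0% = DMSO wells and 100% = JAK Inhibitor I control wells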
Starred values were filed as active, the others as inactive; / = no result given; & = joins results of further samples; [ ] = dose if it differs, or a comment. A portion of the library; the hit share may differ from the screen's.

1	CC1CCN(c2nnc(N3CCC(C)CC3)c3ccccc23)CC1
2	COc1cccc(CC(NC(C)=O)C(=O)NC2CCN(c3ncccc3[N+](=O)[O-])CC2)c1 (stereo unspecified)
3	CC(C)Nc1nc2c(c(=O)n(C)c(=O)n2C)n1C
4	COc1ccccc1CNC(=O)COC(=O)c1cc(-c2ccco2)nc2ccccc12
5	CCOC(=O)Cn1cc(/C=N/NC(=O)CC#N)c2ccccc21
6	C=CCNC(=S)N/N=C(\C)c1cccnc1
Assay by compound,1,2,3,4,5,6
BaF3 tox,-1,0,-2,11,1,2
EP2 antag,3,9,15,3,9,7
Tb hexokinase,-3,-6,-12,4,-12,-4
Furin inhibitor,-14,-20,-21,-4[20 µM],-21,2
p97 inhibitor,-5,5,9,-3,-2,1
RBBP9 inhibitor,-2,-6,2,0,-5,-10
p47phox inh,3,-7,-16,-25,-6,-12
Ba/F3 V617F tox,0,-6,-2,4,-1,-1
PPC-1+TRAIL kill,6,4,22,10,0,-4

Compound profiles, from the list above.
CC(C)Nc1nc2c(c(=O)n(C)c(=O)n2C)n1C across the screens: BaF3 tox = -2; EP2 antag = 15; Tb hexokinase = -12; Furin inhibitor = -21; p97 inhibitor = 9; RBBP9 inhibitor = 2; p47phox inh = -16; Ba/F3 V617F tox = -2; PPC-1+TRAIL kill = 22
CC1CCN(c2nnc(N3CCC(C)CC3)c3ccccc23)CC1 across the screens: BaF3 tox = -1; EP2 antag = 3; Tb hexokinase = -3; Furin inhibitor = -14; p97 inhibitor = -5; RBBP9 inhibitor = -2; p47phox inh = 3; Ba/F3 V617F tox = 0; PPC-1+TRAIL kill = 6
CCOC(=O)Cn1cc(/C=N/NC(=O)CC#N)c2ccccc21 across the screens: BaF3 tox = 1; EP2 antag = 9; Tb hexokinase = -12; Furin inhibitor = -21; p97 inhibitor = -2; RBBP9 inhibitor = -5; p47phox inh = -6; Ba/F3 V617F tox = -1; PPC-1+TRAIL kill = 0

The listing picks up, repeating the 2 entries before the break.
5	CCOC(=O)Cn1cc(/C=N/NC(=O)CC#N)c2ccccc21
6	C=CCNC(=S)N/N=C(\C)c1cccnc1
7	NC(=O)c1nn(-c2ccccc2)nc1NC(=O)CN1CCCCC1
8	COc1ccc(Cn2c(C(C)C)nc3sc4ccccc4c(=O)c3c2=O)cc1
9	Oc1ccc(C2Nc3cccc4cccc(c34)N2)c(O)c1
10	O=C1CCN(Cc2nc(-c3ccc(Cl)cc3)no2)CCN1
11	CCN(CC)C(=O)NC1CC2CCCC(C1)N2Cc1ccccc1 (stereo unspecified)
12	Cc1ccc(C(=O)N/C(=C/c2ccco2)C(=O)NCC2CCCO2)cc1 (stereo unspecified)
Assay by compound,5,6,7,8,9,10,11,12
BaF3 tox,1,2,-2,0,2,4,6,4
EP2 antag,9,7,5,6,7,5,4&12,9
Tb hexokinase,-12,-4,-1,4,-23,-10,0,26
Furin inhibitor,-21,2,-25,-18,-23[20 µM],-25,-23,1
p97 inhibitor,-2,1,0,-3,5,1,2,-1
RBBP9 inhibitor,-5,-10,-4,-8,-2,-7,1,-6
p47phox inh,-6,-12,0,-14,-16,0,-9,-22
Ba/F3 V617F tox,-1,-1,-1,-2,-2,2,0,1
PPC-1+TRAIL kill,0,-4,-10,12,-9,5,-1,-5

13	O=C(CN1CCc2ccccc2C1)c1cccs1
14	CCOc1ccccc1N(CC(=O)Nc1ccc(S(=O)(=O)N2CCOCC2)cc1)S(=O)(=O)c1ccc(Cl)cc1
15	O=[N+]([O-])c1cccc(-c2cc3cccc[n+]3cc2-c2cccc([N+](=O)[O-])c2)c1
16	Cc1ccc(NC(=O)N2CCC(NC(=O)C(C)(C)C)CC2)cc1
17	C=CCn1c(=NC(=O)c2ccco2)sc2cc(C(=O)OC)ccc21
18	Cc1ccc(S(=O)(=O)N2CCCCC2)cc1NC(=O)COC(=O)Cc1c(F)cccc1Cl
Assay by compound,13,14,15,16,17,18
BaF3 tox,1,6,0,4,3,7
EP2 antag,11,5,13,6,5,-1
Tb hexokinase,-5,13,-31,-5,-20,7
Furin inhibitor,-20,-18,-9,-23[20 µM],-12,-1
p97 inhibitor,3,5,-6,-1,2,-1
RBBP9 inhibitor,-4,-3,-8,-6,7,4
p47phox inh,-4,-13,5,-11,9,-20
Ba/F3 V617F tox,-6,-1,3,1,-1,-1
PPC-1+TRAIL kill,7,28,7,27,5,8

19	Cc1ccc2c(c1)c1c(n2C)C(C(N)=O)CCC1 (stereo unspecified)
20	COc1cc(NC(=S)N2CCN(Cc3ccccc3)CC2)cc(OC)c1
21	COC(=O)C1=C(C)N=C2SC(C)C(=O)N2C1c1ccc(C(=O)OC)cc1 (stereo unspecified)
22	CC(=O)NN1C(=O)/C(=C\c2ccc(Cl)cc2)SC1=S
23	Cc1nc2ccc(NC(=O)c3ccc(S(=O)(=O)N(C)C)cc3)cc2s1
24	Cn1c(=O)n(C)c2cc(NS(=O)(=O)c3ccc(F)cc3)ccc21
Assay by compound,19,20,21,22,23,24
BaF3 tox,6,8,3,5,3,5
EP2 antag,7,7,5,14,8,9
Tb hexokinase,-4,0,4,-9,-1,1
Furin inhibitor,-20[20 µM],-17,-11,-24,-21,-21
p97 inhibitor,-3,2,2,3,-8,4
RBBP9 inhibitor,-5,-7,-11,-9,-12,12
p47phox inh,-9,-3,-10,-14,3,-10
Ba/F3 V617F tox,0,-2,1,1,1,-1
PPC-1+TRAIL kill,8,15,1,16,1,-9

25	Cc1ccc(S(=O)(=O)N2CCCCC2)cc1C(=O)Nc1cccnc1
26	COC(=O)CNC(=O)c1ccc(NS(=O)(=O)c2cc([N+](=O)[O-])ccc2Cl)cc1
27	CCCCn1c(NC(=O)c2ccccc2)c(C#N)c2nc3ccccc3nc21
28	O=C(O)Cc1ccc(NC(=O)CCN2C(=O)c3ccc([N+](=O)[O-])cc3C2=O)cc1
29	Nc1ncnc2c1ncn2[C@H]1C[C@H](O)[C@@H](COP(=O)(O)O)O1
30	NC(=O)C1(N2CCCCC2)CCN(C2CC(=O)NC2=O)CC1 (stereo unspecified)
Assay by compound,25,26,27,28,29,30
BaF3 tox,-3,0,6,2,11,0
EP2 antag,13,7,/,-1,11,10
Tb hexokinase,0,0,-20,-1,-6,0
Furin inhibitor,-17,-4,-11,-14,-18,-5[20 µM]
p97 inhibitor,9,-5,40*,-1,6,1
RBBP9 inhibitor,6,-5,-6,-8,-1,13
p47phox inh,-5,-12,-54,-5,-4,-11
Ba/F3 V617F tox,-3,5,9,2,6,-4
PPC-1+TRAIL kill,7,11,6,9,7,4

31	COc1ccc(OCCn2cc(/C(N)=N/O)c3ccccc32)cc1
32	O=C(OC1CCOC1=O)c1cc(-c2ccc(Cl)cc2)nc2ccccc12 (stereo unspecified)
33	CCOC(=O)CN1C2=NCCCN2c2ccccc21
34	S=C(Nc1cccnc1)Nc1ccccc1Br
35	O=C(CC(=O)c1ccccc1O)c1ccc(F)cc1
36	CN1CCN(C(=O)c2ccc3c(=O)n(CCc4ccccc4)c(=S)[nH]c3c2)CC1
Assay by compound,31,32,33,34,35,36
BaF3 tox,5,5,0,4,1,4
EP2 antag,18,22,3,8,8,/
Tb hexokinase,4,-1,3,-3,-11,-8
Furin inhibitor,-4[20 µM],-5[20 µM],-21,-13,-17[20 µM],-14[20 µM]
p97 inhibitor,3,3,7,0,2,2
RBBP9 inhibitor,6,2,-1,-1,-2,2
p47phox inh,-7,-16,2,-2,-11,/
Ba/F3 V617F tox,18,0,-2,-1,-3,-1
PPC-1+TRAIL kill,34,3,6,1,-3,/

37	COc1ccc(NS(=O)(=O)c2cc(NC(=O)C3CCCO3)ccc2N2CCCCC2)cc1 (stereo unspecified)
38	O=C(O)c1ccccc1C(=O)Nc1ccccc1[N+](=O)[O-]
39	CC(C)(C)C1CCc2onc(C(=O)N3CCOCC3)c2C1 (stereo unspecified)
40	NC(=O)C1CCN(CCCNC2CC(=O)N(Cc3ccc(N4CCCC4=O)cc3)C2=O)CC1 (stereo unspecified)
41	O=[N+]([O-])c1cccc(S(=O)(=O)Nc2ccc(Cc3ccncc3)cc2)c1
42	Cc1cc(C)c(S(N)(=O)=O)c(C)c1-n1cnnn1
Assay by compound,37,38,39,40,41,42
BaF3 tox,12,-1,3,4,-3,-2
EP2 antag,6,2,5,6,5,8
Tb hexokinase,0,3,-4,-3,-10,-5
Furin inhibitor,-29,-17,-16,-11,-7,-16[20 µM]
p97 inhibitor,1,-1,2,-3,4,3
RBBP9 inhibitor,-2,1,-5,1,-3,2
p47phox inh,-14,-8,4,/,-14,-7
Ba/F3 V617F tox,1,1,-2,2,4,-7
PPC-1+TRAIL kill,-11,-4,10,/,-2,8

43	CCN(CC(=O)Nc1ccc2c(c1)OCCO2)S(=O)(=O)c1ccc(C)cc1
44	Cc1ccc2c(C(=O)CN3CCN(C4CCCCC4)CC3)c(C)[nH]c2c1
45	CCOc1ncccc1C(=O)OCC(=O)Nc1ccc(C)c(S(=O)(=O)N2CCOCC2)c1
46	COn1cnnc1-c1ccccc1
47	COC(=O)c1ccccc1S(=O)(=O)N(Cc1ccco1)Cc1cc2cc(OC)ccc2[nH]c1=O
48	Cc1ccc(-n2nc3c(c2NC(=O)C(C)(C)C)CSC3)c(C)c1
Assay by compound,43,44,45,46,47,48
BaF3 tox,1,1,0,-2,8,7
EP2 antag,10,15,10,12,5,9
Tb hexokinase,6,4,-5,-5,1,4
Furin inhibitor,-3[20 µM],-12,-9,-25,-10,-32
p97 inhibitor,1,4,4,3,2,0
RBBP9 inhibitor,2,-9,-2,-4,-6,-2
p47phox inh,-12,-13,5,-3,-13,-5
Ba/F3 V617F tox,-1,-2,-5,-5,1,0
PPC-1+TRAIL kill,-21,16,0,16,24,5

49	Cc1csc(NC(=O)CSc2ccc(-c3ccc(F)cc3)nn2)n1
50	FC(F)(F)c1cc(N2CCN(Cc3ccccc3)CC2)c2ccccc2n1
51	Cc1nn(Cc2ccccc2)c(C)c1NC(=O)c1cc(-c2ccc3c(c2)OCO3)on1
52	CN(C)Cc1cnc2ccc(Cl)cn12
Assay by compound,49,50,51,52
BaF3 tox,3,-2,8,-1
EP2 antag,3,8,0,5
Tb hexokinase,-9,-14,-3,-3
Furin inhibitor,-17,-4,-9,-19
p97 inhibitor,-2,-2,3,1
RBBP9 inhibitor,-4,4,7,-2
p47phox inh,4,-16,-5,-14
Ba/F3 V617F tox,-1,1,0,4
PPC-1+TRAIL kill,12,3,10,1
